Compound activity (PubChem BioAssay)
EphA4 KYL inhibition – inhibitors of EphA4 binding to KYL peptide, primary screen, biochemical, colorimetric, mouse EphA4 (AID 689); EphA4-AP binding to KYL peptide, pNPP A405; higher % means a stronger effect; inhibition, % at 10 µM; hits with a dose series show IC50 in µM; 62,000 tested, 0.1% active; in the data active = a potency from the dose series; inactive = the rest, 99 in 100 with inhibition below about 22%
An asterisk follows results filed as active. Only part of the results is shown, so the mix of outcomes need not match the whole.

SMILES	EphA4 KYL inhibition
CCOC(=O)c1c(C)[nH]c(C=C2C(=O)CC(C)(C)CC2=O)c1O	-1%
O=C(CN1CCN(S(=O)(=O)c2ccc(F)cc2)CC1)Nc1cc(C(F)(F)F)ccc1Cl	-11%
COc1ccccc1N1CCN(CC(=O)Nc2ccc(CN3CCCCC3)cc2)CC1	1%
Cc1cc(C)n2nc(SCC(=O)N(C(C)C)C(C)C)nc2n1	1%
COc1ccc(S(=O)(=O)N2CCN(c3ccc4nnc(-c5ccccc5)n4n3)CC2)cc1	-27%
Cc1cc(C)c(C#N)c(SCS(=O)Cc2ccc(Cl)cc2)n1 (stereo unspecified)	-9%
CCOC(=O)c1c(C)c(C(=O)Nc2ccc3c(c2)OCCO3)c(C)n1CC	-12%
O=C(NCCCN1CCOCC1)C1CC(=O)N(C2CCCCC2)C1 (stereo unspecified)	17%
CCCCc1nc(SCC(=O)Nc2cc(C)on2)n[nH]1	-4%
COc1ccc2c(c1)cc1n2CCN=C1N	-3%
Cc1cc(C(F)(F)F)nn1CC(=O)NNC(=S)Nc1ccc(Cl)cc1	-7%
CCC(=O)N1CCc2cc(S(=O)(=O)NC(Cc3ccccc3)C(=O)NC3CCCC3)ccc21 (stereo unspecified)	-6%
CCN(CC)CCCn1c(=S)[nH]c2ccccc2c1=O	0%
CC(C)c1nc2oc3c(NCC4CCCO4)ncnc3c2c2c1COC(C)(C)C2 (stereo unspecified)	-8%
Cc1ccc(C(=O)Oc2ccccc2N2C(=O)C3CCCCC3C2=O)cc1 (stereo unspecified)	-10%
Cc1cnc(NC(=O)c2cc3c(s2)CCCC3)s1	4%
Cc1cc(C)n(C(=O)CNC(=O)COc2ccccc2C)n1	-1%
CCOC(=O)c1sc(/N=C/N(C)C)c(C(=O)OCC)c1C	-7%
Cn1c(NC(=O)C2CCCC2)cc(=O)n(C)c1=O	-5%
CCCn1c(-c2ccc(F)cc2)n[nH]c1=S	12%
Cn1c(SCC(=O)N2CCN(c3ccccc3)CC2)nnc1-c1c[nH]c2ccccc12	-5%
CCOc1ccccc1-n1c(SCC(N)=O)nc2ccccc2c1=O	-7%
O=C(NCCCN1CCOCC1)c1cc(-c2ccc(Br)cc2)on1	-7%
O=C(CN(Cc1ccccc1)S(=O)(=O)c1ccc(Br)cc1)NCc1ccccn1	-1%
O=C(Nc1ccc2oc(-c3ccccc3)nc2c1)c1cccnc1	-16%
(more compounds)
SMILES	EphA4 KYL inhibition
CCCCCOc1ccc(NS(C)(=O)=O)cc1	-1%
O=C(CN1C(=O)NC2(CCCC2)C1=O)Nc1cccc(-c2nnc3n2CCCCC3)c1	-10%
O=C1CCC(=O)N1c1ccccc1-c1ccccc1	-12%
CCC(C(=O)N1CCCC1)c1ccccc1 (stereo unspecified)	-15%
N#Cc1ccc(OCC(=O)NCCc2ccc(S(N)(=O)=O)cc2)cc1	-9%
O=C(Nc1nnc(-c2ccccc2)o1)NC1CCCCC1	-14%
CCC1CC2(C)NC(=O)c3c(sc4c3CC(C)(C)OC4)N2C1=O (stereo unspecified)	-9%
COc1ccc(CN2C(=O)c3cccnc3C2Nc2cc(Cl)c(OC)cc2OC)cc1 (stereo unspecified)	-8%
CCOC(=O)c1ccc(Cl)c(NC(=O)c2ccc(-c3ccccc3)cc2)c1	-9%
O=C(N(c1cccc(C(F)(F)F)c1)C1C=CS(=O)(=O)C1)C(F)(F)F (stereo unspecified)	2%
OC(COc1ccccc1)CN1CCN(c2ncccn2)CC1 (stereo unspecified)	-10%
CCCc1nnc(SCC(=O)N2CCCCC2C)n1CC (stereo unspecified)	-4%
C=CCn1c(SCn2nnc3ccccc3c2=O)nnc1C1CCCCC1	2%
O=C(CN1CCN(Cc2ccc(F)cc2Cl)C1=O)NCCc1ccccc1	-12%
Nc1ccc(Br)c2c1C(=O)c1ccccc1C2=O	14µM*
Cc1cccc(N2CCN(C(=S)c3ccc(OCc4ccccc4)cc3)CC2)c1	-1%
O=C(O)COc1cccc2nsnc12	0%
CC1(C)NC(=O)N(CCCCOc2ccc3c(c2)CCC3)C1=O	-10%
CCc1ccc(NC(=O)COc2ccc(C)cc2)cc1	-6%
CCCCn1cnc2sc(-c3ccccc3)cc2c1=O	-4%
O=C(NCc1ccncc1)Nc1ccc(Cl)cc1Cl	-9%
COc1ccc(-n2nnnc2SCC(=O)N2C(C)CCCC2C)c(OC)c1 (stereo unspecified)	-20%
COc1ccc(NC(=O)COc2ccccc2OC)c(OC)c1	-8%
N/C(=N\O)C1COc2ccccc2O1 (stereo unspecified)	-7%
O=C(COc1ccccc1Cl)Nn1cnnc1	-8%
Further compounds:
SMILES	EphA4 KYL inhibition
O=C(CSc1ccc2nnc(-c3cccnc3)n2n1)N1CCOCC1	4%
COc1cccc2[nH]c3c(N4CCN(Cc5ccc6c(c5)OCO6)CC4)ncnc3c12	10%
Cc1nnc(SC(=O)Cn2c3ccccc3c3ccccc32)s1	-3%
Nc1ccc2oc(-c3cccc4ccccc34)nc2c1	3%
CCCc1cc(C(=O)NCc2ccc(OC)cc2)no1	-14%
Cc1ccc(-n2c(=O)c(C#N)cc3c(=O)n4cccc(C)c4nc32)cc1	-1%
CCOC(=O)c1c(C)[nH]c(/C=C2\C(=O)C=Cc3ccccc32)c1O	13%
CC(C)Cc1nc2oc3c(NCc4cccnc4)ncnc3c2c2c1CCC2	-14%
O=C(O)C1CC(=O)N(CCc2c[nH]c3ccccc23)C1 (stereo unspecified)	-24%
CCOC(=O)c1cc2sccc2n1CC(=O)N1CCN(C(=O)c2ccco2)CC1	-6%
Cc1ccccc1/C=N/N1CCN(Cc2ccccc2Cl)CC1	-9%
O=C(c1nc(-c2ccccc2)n(-c2ccccc2)n1)N1CCCCCC1	-2%
O=C(CCN1CCCCCC1)Nc1ccc(F)cc1	0%
O=C(CSc1ccc(F)cc1)N1CCC(c2nc3ccccc3s2)CC1	4%
CC(C)Cc1c(O)nc(SCCN2CCOCC2)[nH]c1=O	-6%
Cc1nn2c(N3CCN(C(=O)c4ccco4)CC3)cc(C(C)(C)C)nc2c1-c1ccccc1	-10%
CCOC(=O)C(C)Oc1ccc2oc(C)c(C(=O)OCCOC)c2c1 (stereo unspecified)	-5%
Cc1ccccc1NC(=O)CC(O)(C(F)(F)F)C(F)(F)F	1%
Cc1ccc(S(=O)(=O)Nc2cccc3ccccc23)cc1[N+](=O)[O-]	-20%
CCOC(=O)N1CCC(NC(=O)C2CCC(CNS(=O)(=O)c3ccc(OC)cc3)CC2)CC1 (stereo unspecified)	-14%
C/C(N)=C(/C#N)C(=O)CSc1n[nH]c(-c2ccccc2Br)n1	4%
COc1ccc(-c2csc(N(CCCN(C)C)C(=O)c3cccs3)n2)cc1	-16%
Cc1cc2[nH]c(=O)c3ccccc3n2n1	0%
Cc1c(C2N3CC4(C)CN2CC(C)(C3)C4=O)c2ccccc2n1C (stereo unspecified)	-10%
Cn1c(SCc2nc(-c3ccc(Cl)cc3)no2)nnc1-c1ccco1	5%
More structures follow.
SMILES	EphA4 KYL inhibition
CN(CCS(=O)(=O)OCC(F)(F)F)c1ccc(C=O)cc1	-1%
O=S(=O)(Nc1ccc(O)c(-c2c(O)ccc3ccccc23)c1)c1cc(Cl)ccc1Cl	7%
COC(=O)C1=C(N)OC2=C(C(=O)CC(C)(C)C2)C1c1ccoc1 (stereo unspecified)	-16%
Cc1ccccc1CSCCNC(=O)CSCc1ccc([N+](=O)[O-])cc1	-7%
N#C/C=C1\Sc2ccccc2C(=O)N1CC(=O)N1CCN(S(=O)(=O)c2ccccc2)CC1	-6%
Cc1noc(C)c1COC(=O)Cc1ccc(Cl)c(Cl)c1	-15%
C/C(=N\O)c1ccc2[nH]ccc2c1	-12%
O=[N+]([O-])c1ccc(N/N=C/c2cn(-c3ccccc3)nc2-c2ccccc2)cc1	2%
CC1CCCN(CC(O)COc2ccc(Cl)cc2)C1 (stereo unspecified)	12%
Cc1ccc(Cn2c(SCc3cccnc3)nc3c2c(=O)n(C)c(=O)n3C)cc1	13%
C/C(=N\N1CCN(Cc2ccc(C)cc2)CC1)c1ccccc1O	-15%
CCc1ccccc1N1CSC2=C(C#N)C(c3ccccc3F)CC(=O)N2C1 (stereo unspecified)	12%
CCOC(=O)c1c(C)oc2cc(Br)c(OCC(=O)OCc3ccccc3)cc12	-7%
CN1CCN(NC(=O)c2cc([N+](=O)[O-])cc([N+](=O)[O-])c2)CC1	-12%
CNC(=O)/C(=N\O)c1ccccc1	-7%
Cc1ccc(C(=O)Nc2ncc(Cc3ccc(F)cc3)s2)o1	-10%
O=[N+]([O-])c1ccc(Cl)c(N2CCCC2)c1	8%
O=C(N/N=C/c1ccc(OCC(=O)N2CCCCC2)cc1)c1ccccc1	6%
COC(=O)c1c(NC(=O)c2nc3ccccc3s2)sc2c1CCN(C(C)=O)C2	-15%
O=C(Nc1nc(CC23CC4CC(CC(C4)C2)C3)cs1)c1ccc(F)cc1	-13%
CCCCCCc1nnc(NC(=O)OCC)s1	-12%
CC(=O)Nc1ccccc1C(=O)C(=O)Nc1ccc(F)cc1	0%
O=C(COc1ccccc1F)Nc1nc(-c2cccs2)c(NC(=O)c2ccccc2)s1	-8%
COc1ccc(NCCNc2ccc(OC)cc2)cc1	-8%
O=C(CSc1ccc2nnc(-c3ccccn3)n2n1)N1CCN(c2ccccc2)CC1	7%

Sorted by the number under EphA4 KYL inhibition (falling): some entries from above.
structure,EphA4 KYL inhibition
CCc1ccccc1N1CSC2=C(C#N)C(c3ccccc3F)CC(=O)N2C1 (stereo unspecified),12%
O=[N+]([O-])c1ccc(Cl)c(N2CCCC2)c1,8%
CN(CCS(=O)(=O)OCC(F)(F)F)c1ccc(C=O)cc1,-1%
Cc1ccc(C(=O)Nc2ncc(Cc3ccc(F)cc3)s2)o1,-10%
C/C(=N\O)c1ccc2[nH]ccc2c1,-12%
O=C(Nc1nc(CC23CC4CC(CC(C4)C2)C3)cs1)c1ccc(F)cc1,-13%
Cc1noc(C)c1COC(=O)Cc1ccc(Cl)c(Cl)c1,-15%

(listing goes on)
SMILES	EphA4 KYL inhibition
CC(C)c1ccc(NS(=O)(=O)c2ccc3[nH]cc(C(=O)N4CCC(C(N)=O)CC4)c(=O)c3c2)cc1	-7%
O=C(c1ccc(F)cc1)N1CCN(c2cc(=O)[nH]nc2-c2ccccc2)CC1	-10%
COc1ccc2[nH]c(=O)c(CN(C)C(=O)C3CCCCC3)cc2c1	1%
CNS(=O)(=O)c1cnccc1N1CCN(c2cccc(C(F)(F)F)c2)CC1	-3%
CC1(C)Cc2c(c(-c3ccccc3)[nH]c(=O)c2C#N)CO1	16%
COC(=O)c1ccc(C(=O)OC)c(NC(=O)CS(=O)(=O)Cc2ccccc2)c1	19%
Cc1cccc(C)c1NC(=S)NC(=O)/C=C/c1ccccc1	-3%
c1ccc(N2CCN(c3ncccn3)CC2)cc1	-4%
Cc1csc(NC(=O)C2CCCN(S(=O)(=O)c3ccc4c(c3)oc(=O)n4C)C2)n1 (stereo unspecified)	-5%
Cn1c(Oc2ccccc2)c(C=O)c2ccccc21	-4%
COc1ccc(S(=O)(=O)Nc2ccc(F)cc2)c(C)c1C	-4%
Cc1ccc(N(CC(=O)NC2CC3CCC2C3)S(C)(=O)=O)cc1C (stereo unspecified)	-10%
COCCNC(=O)C(=O)Nc1cc(OC)ccc1OC	-4%
CCc1c(C)[nH]c(=S)c(C#N)c1C	-1%
Cc1c(NC(=O)C(C)NCC2CCCO2)c(=O)n(-c2ccccc2)n1C (stereo unspecified)	-4%
Cc1ccc(NC(=O)CCC(=O)NCCO)cc1	-24%
NS(=O)(=O)c1ccc(CCNC(=O)C2CCCCN2S(=O)(=O)c2ccccc2)cc1 (stereo unspecified)	-10%
CCN(CC)S(=O)(=O)c1cccc(NC(=O)COC(=O)c2ccc(Br)o2)c1	-2%
Cc1ccccc1NC(=O)C1C2CCCC1C2c1ccccc1 (stereo unspecified)	-1%
Cc1csc(NC(=O)CSc2nnc(-c3ccccn3)n2-c2ccc(C)c(C)c2)n1	-16%
CCOC(=O)c1ccccc1NC(=O)c1cccs1	0%
CCCc1ccc(C(=O)NNC(=O)c2ccc(Cl)cc2)cc1	-5%
C=CCn1c(C)cc(C(=O)COc2nncc3ccccc23)c1C	6%
OCC#Cc1cnc2ccccc2c1	11%
CC(O)(CS(=O)(=O)Cc1ccccc1)C(=O)Nc1ccc(C(F)(F)F)cc1 (stereo unspecified)	3%
(next part)
SMILES	EphA4 KYL inhibition
CCOc1ccccc1-n1c(SCC(N)=O)nnc1-c1ccc(O)cc1	8%
COc1ccccc1NC(=O)C(=O)NCc1ccccc1	-2%
O=C(c1ccc(Cl)c(S(=O)(=O)NCc2ccccc2)c1)N1CCN(c2ccccn2)CC1	-3%
O=C(Oc1ccccc1)c1cccc(N2C(=O)CCC2=O)c1	-10%
O=S(=O)(c1ccc2ccccc2c1)N1CCc2ccccc21	3%
Cc1ccc(/C=C/c2ccc(=O)n(Cc3ccc(Cl)cc3Cl)n2)cc1	2%
CCCC12CN3CC(C)(CN(C1)C31CCCCC1)C2=O	-18%
CCCn1c(Cc2ccccc2)nnc1SCC(=O)N1CCOCC1	0%
CN1CCN(c2ccc(Cl)cc2NC(=O)c2ccc(S(=O)(=O)N3CCCCCC3)cc2)CC1	-9%
Cc1ccc(S(=O)(=O)/N=C(\c2ccccc2)N(C)S(=O)(=O)c2ccc(C)cc2)cc1	-6%

Shown as a hit in EphA4 KYL inhibition, among the entries above:
SMILES	EphA4 KYL inhibition
Nc1ccc(Br)c2c1C(=O)c1ccccc1C2=O	14µM*

In another format: results already given
| SMILES | EphA4 KYL inhibition |
| --- | --- |
| CCOC(=O)c1c(C)[nH]c(/C=C2\C(=O)C=Cc3ccccc32)c1O | 13% |
| CC(C)Cc1nc2oc3c(NCc4cccnc4)ncnc3c2c2c1CCC2 | -14% |
| O=C(O)C1CC(=O)N(CCc2c[nH]c3ccccc23)C1 (stereo unspecified) | -24% |
| CCOC(=O)c1cc2sccc2n1CC(=O)N1CCN(C(=O)c2ccco2)CC1 | -6% |
| Cc1ccccc1/C=N/N1CCN(Cc2ccccc2Cl)CC1 | -9% |
| O=C(c1nc(-c2ccccc2)n(-c2ccccc2)n1)N1CCCCCC1 | -2% |
| O=C(CCN1CCCCCC1)Nc1ccc(F)cc1 | 0% |
